Assay outcomes: PubChem BioAssay, Broad Institute
C diff growth: C. difficile growth inhibitors, primary screen, HTS. Clostridium difficile clinical isolate growth, OD600, 24 h; hits give low values. growth activity, negative = inhibition, % at 16 µg/mL (by protocol). 86,000 compounds, 0.25% hits;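 active = mean growth activity at or below -80% and every replicate also at or below -80%; inconclusive = mean at or below -80% but some replicate above -80%; inactive = mean growth activity above -80%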;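 note: 0% = DMSO wells and -100% = levofloxacin 16 µg/mL wells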
Tcruzi prolif: T. cruzi intracellular proliferation inhibitors, primary screen, cell-based, beta-gal Tulahuen parasites, NIH3T3 host, luminescence; T. cruzi beta-gal in NIH3T3, GalScreen luminescence, 90 h; inhibition, % at 8.34 µM; 77,000 compounds, 5.9% hits; AID 624255, 2012;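 active = mean inhibition above about 93%, with at least 55% of replicates each passing it, limit read from the data, passing the limit was not always enough; inconclusive = only one of those two conditions holds; inactive = neither condition holds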
GASC1 inh: inhibitors of GASC-1 (KDM4C) histone demethylase, primary screen, biochemical, single concentration HTS; inhibition, % at 12.5 µM; AID 720574, 2013; 96,000 compounds, 0.15% hits; GST-KDM4C 2-372, H3K9me3 peptide, LANCE TR-FRET;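 active = mean replicate inhibition above about 25%, with at least 55% of replicates also reaching it, limit read from the data, passing the limit was not always enough; inconclusive = only one of those two conditions met; inactive = neither condition met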
Target sequence (Q9H3R0 2-372 limits assumed): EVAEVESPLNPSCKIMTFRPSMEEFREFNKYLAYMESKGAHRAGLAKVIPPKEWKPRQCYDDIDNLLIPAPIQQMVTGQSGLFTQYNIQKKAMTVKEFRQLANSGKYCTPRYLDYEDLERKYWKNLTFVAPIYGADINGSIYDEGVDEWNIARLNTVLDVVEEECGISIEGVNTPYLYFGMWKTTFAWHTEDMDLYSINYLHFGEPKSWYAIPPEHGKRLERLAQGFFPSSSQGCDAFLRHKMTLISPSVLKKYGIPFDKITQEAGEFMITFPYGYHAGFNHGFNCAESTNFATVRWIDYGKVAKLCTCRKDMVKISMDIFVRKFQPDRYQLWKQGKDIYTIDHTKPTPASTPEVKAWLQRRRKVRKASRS
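System: N-terminal GST-fused human GASC-1 (KDM4C) fragment, residues 2-372; amount: enzyme final amount 10 nM; incubation: reaction 30 min RT, detection step 1 h RT; medium: HEPES buffer, pH 7.5, plus ascorbate; technique: LANCE TR-FRET, Eu antibody, ULight-streptavidin, EDTA, ex 340 nm, em 618/671 nm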
Pf Dd2 inh: P. falciparum Dd2 growth inhibitors, primary screen, SYBR Green fluorescence, single dose replicates | activity change, % at 10 µM | 72 h; hits give low values | AID 1159554, 2015 | 94,000 compounds, 2.3% hits; in the data active = activity change below about -80%; inconclusive = no clear call, values can overlap the other calls
Numbers without * were called inactive; ? = inconclusive; . = not tested or not shown; & = joins results of further samples.

1) C[C@@H]1CN([C@@H](C)CO)C(=O)c2ccccc2-c2ccccc2CO[C@@H]1CN(C)C(=O)[C@H](C)c1ccccc1
2) CCCNC(=O)N1C[C@H](C)[C@@H](OC)CN(C)C(=O)c2cc(NC(=O)CCC)ccc2OC[C@H]1C
3) Cc1ccc(S(=O)(=O)N(C)C[C@@H]2Oc3c(NC(=O)Nc4c(C)noc4C)cccc3C(=O)N([C@@H](C)CO)C[C@@H]2C)cc1
4) C[C@@H]1CCCCO[C@@H](CN(C)Cc2ccc(Cl)c(Cl)c2)[C@@H](C)CN([C@@H](C)CO)C(=O)c2cc(NC(=O)c3ccccc3)ccc2O1
5) C[C@H](NC(=O)C[C@@H]1CC[C@@H](NC(=O)C2CC2)[C@@H](CO)O1)c1ccccc1
6) COc1ccc(S(=O)(=O)N2C[C@@H](O)COC[C@@H]3O[C@H](CC(=O)NCCCN4CCOCC4)CC[C@H]32)cc1

Compound	1	2	3	4	5	6
C diff growth	4	.	-4	23	4	.
Tcruzi prolif	9	22	3	.	.	6
GASC1 inh	-0.7	-0.3	-0.3	1.1	1.6	-2.1
Pf Dd2 inh	-21	-20	-15	-62	1	-11

7) COc1ccc2c3c([nH]c2c1)[C@@H](CO)N(C(=O)c1ccncc1)CC31CCN(C(=O)C2CCC2)CC1
8) COc1cccc(C(=O)Nc2ccc3c(c2)OC[C@@H](C)N(CCc2ccccc2)C[C@H](C)[C@@H](OC)CN(C)C3=O)c1
9) C[C@@H]1CCCCO[C@@H](CN(C)Cc2ccncc2)[C@H](C)CN([C@@H](C)CO)C(=O)c2cc(NC(=O)CCCCCC(=O)Nc3ccccc3N)ccc2O1
10) COCC(=O)Nc1ccc2c(c1)[C@@H]1C[C@H](CC(=O)NCC(F)(F)F)O[C@H](CO)[C@@H]1O2
11) C[C@@H]1CN([C@H](C)CO)S(=O)(=O)c2ccc(C3=CCCCC3)cc2O[C@@H]1CN(C)C(=O)c1ccncc1
12) COc1ccc2c3c([nH]c2c1)[C@@H](CO)N(C(=O)Nc1ccc(F)cc1)CC31CN(S(=O)(=O)c2cccs2)C1

Compound	7	8	9	10	11	12
C diff growth	-19	.	3	-1	-4	-95*
Tcruzi prolif	.	110*	.	.	45	.
GASC1 inh	0.8	-3.0	-1.8	-4.1	0.7	0.3
Pf Dd2 inh	1	-2	-35	6	-18	-17

13) CNC[C@H]1Oc2ccc(NS(=O)(=O)c3ccc(C)cc3)cc2C(=O)N([C@@H](C)CO)C[C@H]1C
14) C[C@@H]1CN([C@H](C)CO)C(=O)Cc2cc(NC(=O)Nc3ccc(C(F)(F)F)cc3)ccc2O[C@H]1CN(C)C
15) CO[C@H]1CN(C)C(=O)c2cc(NC(=O)C3CC3)ccc2OC[C@@H](C)N(C(=O)c2cnccn2)C[C@H]1C
16) O=C(N[C@H]1C=C[C@H](CC(=O)N2CCc3ccccc3C2)O[C@@H]1CO)C1CC1
17) CCCNC(=O)N1CC(=O)N2[C@H](CO)[C@H](c3ccc(C#Cc4ccc(F)cc4)cc3)[C@H]2C1
18) CN1C(=O)c2cc(NC(=O)NCc3ccccc3)ccc2OC[C@H]2O[C@@H](CC(=O)O)CC[C@@H]21

Compound	13	14	15	16	17	18
C diff growth	7	2	.	.	1	-1
Tcruzi prolif	.	.	-112	32	.	22
GASC1 inh	-0.3	0.2	1.1	12	-1.2	3.9
Pf Dd2 inh	7	24	37	-4	-7	7

19) C[C@H](CO)N1C[C@H](C)[C@H](CN(C)C)Oc2ccc(NC(=O)c3ccncc3)cc2C1=O
20) CNC[C@@H]1Oc2ncc(-c3cccc(F)c3)cc2C(=O)N([C@H](C)CO)C[C@@H]1C
21) CO[C@H]1CN(C)C(=O)c2ccc(NC(=O)C3CCC3)cc2OC[C@H](C)N(C)C[C@H]1C
22) O=S(=O)(N[C@H]1CC[C@@H](CCn2cc(-c3cccnc3)nn2)O[C@@H]1CO)c1ccc(F)cc1
23) CCC(=O)N1[C@@H]2Cn3c(ccc(-c4ccccc4)c3=O)[C@H]1[C@@H](C(=O)N1CCc3ccccc3C1)[C@@H]2CO
24) COc1cccc(C(=O)N2C[C@@H]3[C@H](c4ccccc42)[C@@H](CO)N3C(C)=O)c1

Compound	19	20	21	22	23	24
C diff growth	0	1&-2	.	1	-2	-1
Tcruzi prolif	24	25&36	3	-11	13	0
GASC1 inh	5.8	0.3	1.2	1.3	-0.3	0.2
Pf Dd2 inh	10	0&-58	.	8	-1	3

25) C[C@@H]1CCCCO[C@H](CN(C)S(=O)(=O)c2ccccc2)[C@H](C)CN([C@@H](C)CO)C(=O)c2cc(N(C)C)ccc2O1
26) C[C@@H]1CN([C@@H](C)CO)C(=O)c2cc(NS(=O)(=O)c3ccccc3)ccc2O[C@H]1CN(C)C(=O)Nc1cccc2ccccc12
27) C[C@@H]1CN([C@@H](C)CO)C(=O)c2cc(NS(=O)(=O)c3cn(C)cn3)ccc2O[C@@H](C)CCCCO[C@H]1CN(C)S(=O)(=O)c1ccc(Cl)cc1
28) CC(=O)N1CC2(C1)[C@@H](c1ccc(-c3ccc(C#N)cc3)cc1)[C@@H](CO)N2C(C)=O
29) CO[C@H]1CN(C)C(=O)c2ccc(NS(=O)(=O)c3ccc(C)cc3)cc2OC[C@@H](C)NC[C@H]1C
30) CN(C)CC#Cc1ccc([C@H]2[C@H](CO)N3CCCCN(C(=O)Nc4ccccc4F)C[C@@H]23)cc1

Compound	25	26	27	28	29	30
C diff growth	-16	-5	-7	3	1	17
Tcruzi prolif	42	-10	30	.	79	-21
GASC1 inh	0.8	-0.5	-0.9	0.5	0.8	4.1
Pf Dd2 inh	-74	-7	-52	-29	24	-19

31) COc1ccc2c3c(n(C)c2c1)[C@H](CO)N(C(=O)c1ccncc1)CC31CN(C)C1
32) CC(C)CC#Cc1ccc2c(c1)O[C@@H](CN(C)Cc1ccccc1)[C@H](C)CN([C@H](C)CO)S2(=O)=O
33) O=C(C[C@H]1CC[C@@H]2[C@H](COC[C@H](O)CN2C(=O)c2cnccn2)O1)NCc1ccc(Cl)cc1
34) Cc1noc(C)c1S(=O)(=O)Nc1ccc2c(c1)CC(=O)N([C@H](C)CO)C[C@H](C)[C@@H](CN(C)S(=O)(=O)c1cccs1)O2
35) C[C@H]1CCCCO[C@@H](CN(C)Cc2ccncc2)[C@@H](C)CN([C@@H](C)CO)C(=O)c2cc(NC(=O)CCC(F)(F)F)ccc2O1
36) CNC[C@H]1Oc2ccc(NC(=O)Nc3ccc4c(c3)OCO4)cc2CC(=O)N([C@H](C)CO)C[C@H]1C

Compound	31	32	33	34	35	36
C diff growth	-4	.	.	2	-1	4
Tcruzi prolif	.	9	25	9	-22	-14
GASC1 inh	-1.2	1.6	-0.4	-0.3	0.9	-1.3
Pf Dd2 inh	24	16	5	-25	.	11

37) C[C@H]1CN([C@@H](C)CO)C(=O)c2c(c3ccccc3n2C)-c2ccccc2CO[C@@H]1CN(C)S(=O)(=O)c1cccc(C#N)c1
38) C[C@@H]1CCCCO[C@@H](CN(C)C(=O)Cc2ccccc2)[C@H](C)CN([C@@H](C)CO)C(=O)c2cc(NS(=O)(=O)c3cn(C)cn3)ccc2O1
39) C[C@@H]1CN([C@H](C)CO)C(=O)c2cc(C#Cc3ccccc3F)cnc2O[C@@H]1CN(C)C(=O)C1CC1
40) O=S(=O)(c1ccc(F)cc1)N1C[C@@H]2[C@H](c3ccccc31)[C@@H](CO)N2Cc1ccc2c(c1)OCO2
41) CCCNC(=O)Nc1ccc2c(c1)OC[C@@H](C)N(Cc1ccccc1)C[C@@H](C)[C@H](OC)CN(C)C2=O
42) C[C@@H]1CCCCO[C@H](CN(C)CC2CC2)[C@H](C)CN([C@H](C)CO)C(=O)c2cc(NC(=O)C3CCCCC3)ccc2O1

Compound	37	38	39	40	41	42
C diff growth	1	-2	.	4	-2	.
Tcruzi prolif	60	65	81	77	44	89
GASC1 inh	-1.1	0.6	13	0.9	2.4	-1.4
Pf Dd2 inh	-30	44	-29	-27	-87*	-83*

43) Cc1ccc(S(=O)(=O)Nc2ccc3c(c2)C(=O)N([C@@H](C)CO)C[C@@H](C)[C@@H](CN(C)C)OCCCC[C@H](C)O3)cc1
44) CO[C@@H]1CN(C)C(=O)c2ccc(NC(=O)NC(C)C)cc2OC[C@H](C)N(C(=O)NC(C)C)C[C@H]1C
45) O=C(c1ccncc1)N1CCCCN2[C@H](CO)[C@@H](c3ccc(C#Cc4ccccn4)cc3)[C@@H]2C1
46) COc1ccccc1NC(=O)N(C)C[C@@H]1OCc2cn(nn2)CCCC(=O)N([C@@H](C)CO)C[C@H]1C
47) Cc1ccc(S(=O)(=O)Nc2ccc3c(c2)CC(=O)N([C@@H](C)CO)C[C@@H](C)[C@H](CN(C)Cc2ccc(C(F)(F)F)cc2)O3)cc1
48) COc1ccc(CNC(=O)C[C@H]2C[C@@H]3c4cc(NS(C)(=O)=O)ccc4O[C@@H]3[C@H](CO)O2)cc1

Compound	43	44	45	46	47	48
C diff growth	-5	3	2	2&0	.	0
Tcruzi prolif	30	-28	63	-15&-7	85	21
GASC1 inh	7.0	1.9	0.7	-1.2	-1.1	-2.7
Pf Dd2 inh	-70	38	3	-6&21	13	13

A second format for some results above:
#	Structure	C diff growth	Tcruzi prolif	GASC1 inh	Pf Dd2 inh
45	O=C(c1ccncc1)N1CCCCN2[C@H](CO)[C@@H](c3ccc(C#Cc4ccccn4)cc3)[C@@H]2C1	2	63	0.7	3
48	COc1ccc(CNC(=O)C[C@H]2C[C@@H]3c4cc(NS(C)(=O)=O)ccc4O[C@@H]3[C@H](CO)O2)cc1	0	21	-2.7	13
47	Cc1ccc(S(=O)(=O)Nc2ccc3c(c2)CC(=O)N([C@@H](C)CO)C[C@@H](C)[C@H](CN(C)Cc2ccc(C(F)(F)F)cc2)O3)cc1	.	85	-1.1	13

Further records.
49) C[C@@H]1CN([C@@H](C)CO)C(=O)c2cccc(NC(=O)Nc3ccc4c(c3)OCO4)c2O[C@@H]1CN(C)S(=O)(=O)c1ccc(Cl)cc1
50) COc1ccccc1C#Cc1ccc([C@H]2[C@@H](CO)N3CCCCN(C(=O)C4CC4)C[C@H]23)cc1
51) C[C@@H]1CCCCO[C@H](CN(C)C(=O)CCCN(C)C)[C@H](C)CN([C@@H](C)CO)C(=O)c2cc(NC(=O)Nc3ccc(F)cc3)ccc2O1
52) O=C(C[C@@H]1CC[C@@H](NC(=O)NC2CCCCC2)[C@H](CO)O1)NCc1ccccc1
53) CCC(=O)N1CC2(CN(Cc3ccc(F)cc3)C2)c2c(n(C)c3cc(OC)ccc23)[C@@H]1CO
54) CC(=O)N1[C@H](CN(C)S(=O)(=O)c2ccccc2)[C@H](c2ccccc2)[C@@H]1CO

Compound	49	50	51	52	53	54
C diff growth	.	-12	3	5	-5	-1
Tcruzi prolif	79	108*	30	6	.	22
GASC1 inh	2.1	.	1.6	-1.6	-0.4	-1.0
Pf Dd2 inh	9	-25	2	8	-72	5

55) C[C@@H]1CCCCO[C@@H](CN(C)C(=O)Nc2ccc3c(c2)OCO3)[C@H](C)CN([C@@H](C)CO)C(=O)c2cc(NS(=O)(=O)c3cccs3)ccc2O1
56) O=C(C[C@@H]1CC[C@@H]2[C@H](COC[C@@H](O)CN2C(=O)Nc2ccc(C(F)(F)F)cc2)O1)NCCc1ccncc1
57) O=C(NCC[C@@H]1CC[C@H](NC(=O)C2CCCCC2)[C@H](CO)O1)c1cnccn1
58) CO[C@@H]1CN(C)C(=O)c2cc(NC(=O)C3CC3)ccc2OC[C@@H](C)N(Cc2cc(F)ccc2F)C[C@@H]1C
59) C[C@@H]1CN([C@@H](C)CO)C(=O)c2cc(NC(=O)CCCN(C)C)ccc2O[C@@H]1CN(C)C(=O)NC1CCCCC1
60) C[C@@H]1CN([C@@H](C)CO)C(=O)c2cccc(NC(=O)Nc3ccc4c(c3)OCO4)c2O[C@H]1CN(C)S(=O)(=O)c1cccs1
61) CO[C@@H]1CN(C)C(=O)c2cc(NC(=O)c3ccccc3F)ccc2OC[C@@H](C)NC[C@@H]1C
62) O=C(C1CCC1)N1C[C@@H]2N[C@H](C1)C2c1ccc(-c2ccccc2F)cc1 (some centres not stated)

Compound	55	56	57	58	59	60	61	62
C diff growth	10	2	1	.	1	.	.	23&0
Tcruzi prolif	35	57	.	80	-9	43	22	.
GASC1 inh	-1.6	-2.0	0.1	-1.9	-0.2	0.2	0.4	-1.2
Pf Dd2 inh	-16	1	-33	-64	-14	-19	26	?

No enrichment for hits; about 6.7% have a hit in one of these screens.
